SR-BI DiI inh – inhibitors of mouse SR-BI mediated HDL lipid uptake. Q61009. ldlA[mSR-BI] CHO cells, DiI-HDL uptake fluorescence, 3 h. inhibition, % at 12.5 µM. hit rate 0.96% among 320,000;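 active = mean replicate inhibition of at least 70% and a set share of replicates each scoring 70 or more; inconclusive = meets just one of the two criteria; inactive = fails both criteria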;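 note: 0% = median of neutral control wells and 100% = median of positive control wells; values of inactives mirror those of a sister screen read the other way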
Target sequence (Q61009 whole entry, looked up): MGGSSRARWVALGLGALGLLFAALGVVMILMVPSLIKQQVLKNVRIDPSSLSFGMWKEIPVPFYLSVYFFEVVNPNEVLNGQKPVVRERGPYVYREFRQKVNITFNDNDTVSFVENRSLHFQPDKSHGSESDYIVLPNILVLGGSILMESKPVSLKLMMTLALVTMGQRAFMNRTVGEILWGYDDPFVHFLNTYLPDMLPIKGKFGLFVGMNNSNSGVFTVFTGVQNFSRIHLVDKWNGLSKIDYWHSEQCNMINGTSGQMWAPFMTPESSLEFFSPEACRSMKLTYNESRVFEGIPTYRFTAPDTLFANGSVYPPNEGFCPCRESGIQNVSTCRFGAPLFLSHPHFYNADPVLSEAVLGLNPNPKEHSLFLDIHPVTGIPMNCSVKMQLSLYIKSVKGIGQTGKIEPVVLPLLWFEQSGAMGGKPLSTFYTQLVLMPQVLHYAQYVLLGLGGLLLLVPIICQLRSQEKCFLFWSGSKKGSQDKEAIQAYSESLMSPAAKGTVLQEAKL
AddAB inh – less growth of phage-infected E. coli with AddAB | E. coli expressing H. pylori AddAB, absorbance growth | inhibition, % at 11.9 µM | hit rate 0.29% among 330,000; in the data active = inhibition above about 12%;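 note: 0% = vehicle wells of infected cells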
MITF act – increases MITF-driven TRPM1 promoter luciferase signal; SK-MEL-5 TRPM1-promoter luciferase, 24 h; % of positive control, neutral wells = 0; activation, % at 12.5 µM; hit rate 0.75% among 300,000;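 active = mean activation of at least 80% with every replicate also reaching 80%; inconclusive = mean reaches 80% but some replicate falls short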;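 note: 0% = neutral control wells and 100% = parthenolide positive control wells; values of inactives mirror those of a sister screen read the other way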
Tat export inh – E. coli Tat transport inhibition. E. coli MC4100 TorA-mCherry Tat export, fluorescence. inhibition, % at 10 µM. hit rate 0.036% among 340,000. AID 488895;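 active = mean replicate inhibition at least 50% and at least half of replicates individually reaching 50%; inconclusive = only one of the two criteria met; inactive = neither criterion met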;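 note: exported cargo escapes ClpAP degradation while cytoplasmic cargo is degraded and loses fluorescence; 0% = median of neutral control wells and 100% = median of NaSCN control wells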
E coli growth – bacterial growth inhibition, counter-screen for AddAB inhibitors | E. coli V3065 growth, OD600 absorbance, 18 h | inhibition, % at 11.9 µM | hit rate 0.27% among 330,000;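 active = inhibition above the campaign's mean inhibition across all tested compounds plus 3 SD, cut at about 9.9% in these data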;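 note: uninfected addAB+ strain grown without phage in ampicillin broth; 0% = DMSO wells and 100% = ciprofloxacin 0.95 µg/ml wells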
SR-BI uptake up – activators of SR-BI mediated HDL lipid uptake | CHO ldlA[mSR-BI] cells, DiI-HDL uptake fluorescence, 3 h; 100 = double the neutral-control signal | hit rate 0.096% among 320,000 | activation, % at 12.5 µM;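 active = mean replicate activation of at least 60% and every replicate at or above 60%; inconclusive = mean or all-replicate condition met, but not both; inactive = mean below 60% and not all replicates reaching 60%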;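 note: 0% = median plate neutral-control signal and 100% = twice that signal; values of inactives mirror those of a sister screen read the other way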
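Material – SR-BI-overexpressing, LDLR-lacking CHO cells · Medium – BSA-supplemented, HEPES-buffered Ham's F12, pH 7.4 · Doses – single concentration · Times – compound with DiI-HDL co-incubation, 3 h at 37 °C · Measured by – bottom-read fluorescence, 550/595 nm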
CAL PDZ FP-1 – inhibitors of human CAL PDZ peptide binding; Q9HD26; purified CAL PDZ, TMR-peptide fluorescence polarization, 1 h; inhibition, % at 24.9 µM; hit rate 0.92% among 300,000; AID 602252;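 active = mean inhibition of at least 30% with at least half of replicates also reaching 30%; inconclusive = no clear call, values can overlap the other calls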;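 note: 0% = DMSO neutral control and 100% = excess unlabeled competitor peptide PRC23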
phage Ecoli inh – E. coli growth loss with phage present; AID 651602; growth absorbance; inhibition, % at 11.9 µM; hit rate 0.26% among 360,000; in the data active = inhibition above about 11%
Wnt act – Wnt/beta-catenin pathway activation; Wnt/beta-catenin reporter cell assay, activator, plate reader; activation, % at 9.35 µM; hit rate 1.2% among 300,000; AID 743398; in the data active = activation above about 30%, passing the limit was not always enough; inconclusive = no clear call, values can overlap the other calls;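 note: 0% = neutral control wells and 100% = positive control wells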
CAL PDZ FP-2 – inhibitors of human CAL PDZ peptide binding; Q9HD26; purified CAL PDZ, TMR-peptide fluorescence polarization, 1 h; inhibition, % at 20 µM; hit rate 0.02% among 330,000; AID 504414;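 active = highest replicate inhibition of at least 40%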;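 note: plate controls were DMSO neutral control wells for no effect and unlabeled competitor peptide control wells for full effect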
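System: tagged CAL PDZ domain. Schedule: 1 h room-temperature incubation prior to read. Signal: fluorescence polarization (mP). Measure: percent inhibition from loss of millipolarization.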
Active calls of the source: *; ? = inconclusive; . = not tested or not shown.

Below each SMILES: SR-BI DiI inh	AddAB inh	MITF act	Tat export inh	E coli growth	SR-BI uptake up	CAL PDZ FP-1	phage Ecoli inh	Wnt act	CAL PDZ FP-2
1. Cc1ccc(NC2=NC(c3ccccc3)n3c(nc(C)cc3=O)N2)c(C)c1 (centres undefined)
→ -28	2.2	2	-5	-2.7	28	.	0.9	0	0.1
2. CC(=O)Nc1ccc(C2=NNC(=Nc3ccc(S(=O)(=O)N4CCOCC4)cc3)SC2)cc1
→ -16	-2.2	-18	-4	-2.1	16	-1	1.8	-5	-2.1
3. CCN(CC)CCCNc1nc(C)cc(COC)c1C#N
→ -10	-0.7	2	-9	-2.0	10	0	-0.1	-2	0.5
4. O=C(CCNC(=O)C1CCN(S(=O)(=O)c2ccccc2)CC1)NCc1cccc(C(F)(F)F)c1
→ 27	-0.7	5	0	-2.4	-27	1	0.2	-2	-0.4
5. C/C(Cl)=C\Cn1c(O)c(N=NC(N)=S)c2cc(Br)ccc21
→ 57	-2.2	-18	-8	-3.8	-57	-1	-2.0	-3	-4.4
6. COc1ccc(NC(=O)CCCN2C(=O)C(c3ccccc3)Oc3cccnc32)cc1OC (centres undefined)
→ 36	1.2	8	4	-0.1	-36	2	0.5	0	-2.4
7. COC(=O)c1cc(S(=O)(=O)N2CCN(c3ccc(F)cc3)CC2)cn1C
→ -8	-1.1	2	0	-2.5	8	-3	-1.8	-1	-1.9
8. COC(=O)CSc1nnnn1-c1cccc2ccccc12
→ 12	0.2	-2	-1	-0.2	-12	-1	1.9	.	-1.2
9. COc1ccccc1C(=O)Oc1ccc(N2C(=O)CCC2=O)cc1
→ 18	-0.6	-5	12	2.5	-18	.	1.3	.	-1.8
10. Cc1c(C(=O)N2CCCCC2)c(S(=O)(=O)N2CCN(c3ccc(F)cc3)CC2)c(C)n1C
→ -15	1.9	-3	22	-2.7	15	-3	4.4	-2	-2.1
11. O=C1OCC/C1=C\OCCCO/C=C1\CCOC1=O
→ -10	1.1	5	-4	3.0	10	-1	1.2	-3	0.4
12. Cc1ccc2c(c1)cc(CN(Cc1cccs1)C(=O)c1ccco1)c1nnnn12
→ 21	-0.8	.	2	-3.2	-21	1	2.0	.	-3.3
13. N=c1sccn1CC(=O)Nc1cccc(S(N)(=O)=O)c1
→ .	0.8	9	-13	-0.8	.	-2	2.1	-2	-1.9
14. Cc1cccc2nc(CSc3ccccc3C(=O)O)cn12
→ -18	1.8	21	-1	2.8	18	-2	2.6	28	-0.7
15. O=C(Cn1cncn1)N/N=C/c1cccc2ccccc12
→ -4	2.3	-2	1	-2.4	4	-3	1.5	.	-1.0
16. Cc1ccc(NC(=O)CCNS(=O)(=O)c2ccc3c(c2)oc(=O)n3C)cc1C
→ -13	1.6	-5	-7	1.1	13	-4	2.0	.	-1.5
17. COC(=O)c1ccc(C)c(NS(=O)(=O)c2ccc3c(c2)OCCO3)c1
→ -8	0.9	-27	-3	0.1	8	-1	.	.	-1.5
18. Cc1ccccc1Nc1nc(N)nc(COC(=O)c2c(C)noc2C)n1
→ -4	-1.9	-2	-1	2.2	4	.	2.9	-6	-0.7
19. CC1(NC(=O)C2CCN(C(=O)Nc3ccccc3)CC2)CCS(=O)(=O)C1 (centres undefined)
→ -32	5.6	-2	-2	2.8	32	-8	2.0	3	-2.8
20. FC(F)(F)c1cccc(-c2nc(COc3ccc(Cl)cc3Cl)no2)c1
→ -8	3.8	10	0	-1.3	8	-3	1.3	3	-0.6
21. COc1ccc(N=Cc2c(O)cc(C)oc2=O)cc1
→ -21	4.4	-14	-9	-1.5	21	-4	3.4	3	-1.1
22. COc1cccc(CC(NC(C)=O)C(=O)NC2CCN(c3nc(C)cc(C)c3C#N)CC2)c1 (centres undefined)
→ 37	1.8	-12	2	-2.8	-37	2	-0.2	3	.
23. O=C1[C@H](Cc2ccccc2)NCC=CC[C@@H](c2ccc(Cl)cc2)N1Cc1ccc(Cl)cc1
→ -33	.	3	13	.	33	-4	1.4	-7	-0.7
24. CN(CCCNC(=O)Cn1cccc1C(=O)c1ccccc1)C1CCCCC1
→ -2	-2.3	-1	2	-1.2	2	1	2.4	-1	-5.9
25. N#C/C(=C(/O)CSc1nnc(Cc2cccs2)n1C1CCCCC1)c1nc2ccccc2[nH]1
→ 41	1.9	-11	5	-2.5	-41	-3	2.5	-3	-1.0
26. Cc1nc2ccccc2c(=O)n1NC(=O)C1CC1
→ -1	4.1	15	-7	1.4	1	-4	3.0	-1	-0.8
27. Cc1cccc(C(C(=O)NC2CCCCC2)N(Cc2cccnc2)C(=O)c2csnn2)c1 (centres undefined)
→ -9	-1.9	11	1	0.6	9	-1	-0.9	-1	-0.3
28. Cc1c(C(=O)c2ccc(F)cc2)c2ccccn2c1CCc1ccccn1
→ 36	-3.4	-13	10	-5.1	-36	6	2.4	1	-0.4
29. O=S(=O)(c1ccc2ccccc2c1)N1CCCCCC1
→ 1	5.1	11	0	2.5	-1	7	4.4	-7	-0.4
30. CCCCOC(=O)Nc1nnc(CC(=O)NCc2ccccc2)s1
→ -17	1.5	.	-8	-1.7	17	-5	3.5	9	0.5
31. Cc1ccccc1NC(=O)Cc1cccs1
→ 0	3.0	10	3	0.4	0	-6	-0.4	2	0.0
32. CCC(C)C(NC(=O)C1CCC(C)CC1)C(=O)NCCc1ccc(S(N)(=O)=O)cc1 (centres undefined)
→ .	-0.1	-3	-4	2.9	.	-4	-0.6	0	-1.1
33. Cc1c(C(=O)N2CCCc3ccccc32)oc2ccc(S(=O)(=O)N3CCOCC3)cc12
→ 64	0.6	-11	0	0.0	-64	.	4.5	-5	-3.4
34. C=CCOc1ccc(/C=C(\C#N)C(=O)Nc2ccccn2)cc1OC
→ .	1.3	5	-8	-1.4	.	8	0.6	-1	-1.6
35. Nc1c(S(=O)(=O)c2ccccc2)c2nc3ccccc3nc2n1Cc1ccco1
→ -2	6.6	.	3	0.1	2	-4	1.6	-4	-1.6
36. CCOc1ccccc1-n1nnnc1SCc1nc2ccccc2s1
→ -3	0.7	-2	-1	-1.2	3	.	1.5	.	-2.1
37. O=C(O)CCc1ccc(-c2ccc(F)cc2)n1Cc1ccco1
→ -11	1.3	2	1	0.3	11	-1	1.9	0	-1.4
38. CCN(CC(=O)Nc1c(F)cccc1F)C(=O)c1cc2ccccc2oc1=O
→ -18	-0.6	19	1	0.4	18	0	3.5	5	-1.8
39. CCNC(=O)CSc1nc2cc([N+](=O)[O-])ccc2n1-c1cccc(C(F)(F)F)c1
→ 24	0.3	-2	2	2.1	-24	2	2.9	.	-0.8
40. CCCCc1nnc(NC(=O)C2CC(=O)N(Cc3ccccc3)C2)s1 (centres undefined)
→ -21	0.2	-11	0	-1.5	.	-3	1.0	0	-0.6
41. O=c1c(-c2ccccc2)c(-c2ccccc2)oc2cc(O)cc(O)c12
→ 1	4.0	2	5	-1.0	-1	-7	2.8	-2	-2.2
42. CC(OC(=O)c1ccc(Cl)c(S(N)(=O)=O)c1)C(=O)NCC1CCCCC1 (centres undefined)
→ 2	-0.4	-2	-11	-2.3	-2	-6	2.9	-2	-1.6
43. CCOC(=O)c1nn(-c2ccc(F)cc2)c(=O)cc1OCC(=O)N1CCN(c2ccccc2)CC1
→ -247	-2.5	-1	-1	-0.8	?	-1	1.9	9	-2.2
44. CN(C)CC(=O)N1CCc2ccccc2C1
→ -6	-1.2	-6	3	0.2	6	.	-0.5	-1	-0.3
45. CCc1ccccc1NC(=O)c1ccc(-c2csc(C)n2)cc1
→ 19	2.0	.	-1	1.3	-19	-3	0.6	10	0.1
46. CC(C)NC(=O)Cn1c(SCC(=O)N2CCCc3ccccc32)nc2ccccc21
→ 13	1.4	0	-2	0.2	-13	.	2.1	.	-1.6
47. CCOC(=O)C1=CC[C@@H](c2cc3ccc(OC)cc3n2C)N(S(=O)(=O)c2ccc(C)cc2)[C@H]1C(=O)OCC
→ 0	-1.2	-13	-4	-1.1	0	-5	1.6	0	0.8
48. COc1cc(-c2csc(C)n2)ccc1O
→ 12	2.9	-2	4	1.4	-12	1	1.7	.	0.5
49. O=C(CN1CCCc2ccccc21)NCc1ccc2c(c1)OCO2
→ -5	0.4	.	2	1.2	5	1	2.7	.	-2.3
50. CCOC(=O)C1CCN(C(=O)Cn2cnc3sc(C)c(S(=O)(=O)N4CCC(C)CC4)c3c2=O)CC1
→ ?	1.3	3	10	1.9	-71	1	2.5	-1	0.4
51. CCCNC(=O)c1ccc(S(=O)(=O)c2ccc(OC)cc2)c([N+](=O)[O-])c1
→ -2	-0.8	-46	6	-0.7	2	-3	0.2	1	-0.1
52. CCc1cc2c(=O)[nH]c(Cc3ccccc3)nc2s1
→ -18	7.2	.	-2	2.9	18	-5	4.6	-2	0.7
53. CC(O)CNCc1ccc(-c2ccccc2)cc1 (centres undefined)
→ -17	0.4	14	-2	2.6	17	1	3.6	0	-1.1
54. C/C=N\NC(=O)CNC(=O)CNC(=O)c1ccccc1
→ -11	2.6	4	2	1.6	11	-3	2.3	-1	-1.1
55. CC(C)(C)c1ccc(/C=N/NC(=S)NC2CCCCC2)cc1
→ -18	-0.5	0	0	-0.2	18	-5	1.3	-3	-1.4
56. C=CCN(CC=C)c1nc2ccccc2nc1C(C#N)C(=O)OCCOC (centres undefined)
→ 11	0.6	.	2	-2.0	-11	.	0.4	-1	-0.5
57. N#Cc1ccc(C2N=C(c3ccccc3)NO2)cc1 (centres undefined)
→ -7	1.1	64	-6	-0.8	7	-2	2.3	?	0.1
